PI5P4Ka inh: inhibitors of human PI5P4K alpha | P48426 | PI5P4Kalpha enzyme, ADP-Glo luminescence, 60 min; hits give low values | max response, % | 1.2% of 330,000 active | AID 652105; active means max response of -50% or lower; inconclusive means between -30% and -50%; inactive means -30% or higher; further: value at the top dose of about 77 µM; on the % scale 0 is the no-effect control and ±100 the full control effect
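Reactions run in 0.038 M HEPES pH 7.4, 0.28 mM EGTA, 0.1% CHAPS and 5% DMSO, with PI5P4Kalpha, substrate, compound and 5 microM ATP final, one hour at room temperature. Readout is ADP-Glo luminescence.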
PTHR1 ag: activates the human parathyroid hormone receptor PTHR1 | HEK293 GP2 PTHR1 cells, GloSensor cAMP luminescence, 1 h | 0.075% of 410,000 active | Potency, µM (top dose mostly 115 µM), for inactives: at the top dose activation, most hits filed as activators | AID 743266 | Q03431; further: potency means the concentration at half of the fitted maximal effect; nearly all actives have a fitted effect of over 55% in size; some results filed as inactive show a strong effect at the top dose; inactives centre near -15; many of its hits are not listed in these tables
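HEK-293-derived GP2 cells expressing PTHR1 and a GloSensor cAMP reporter, 3,000/well, plated overnight, given luciferin plus IBMX (each 0.5 mM as added) for 1 h at 37 °C, then compound for 1 h at 37 °C. Luminescence was read after 15 min at room temperature.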
EPAC1 agonist: EPAC1 (human) agonism; O95398; EPAC1 agonist qHTS, biochemical assay; response scale: 100% = response to 6.5 mM cAMP; Potency, µM (doses to about 154 µM), inactives show top-dose activation, hits mostly activators; 0.073% of 360,000 active; further: potency means the concentration at half of the fitted maximal effect; nearly all actives have a fitted effect of over 60% in size
Target sequence (O95398 whole entry, looked up): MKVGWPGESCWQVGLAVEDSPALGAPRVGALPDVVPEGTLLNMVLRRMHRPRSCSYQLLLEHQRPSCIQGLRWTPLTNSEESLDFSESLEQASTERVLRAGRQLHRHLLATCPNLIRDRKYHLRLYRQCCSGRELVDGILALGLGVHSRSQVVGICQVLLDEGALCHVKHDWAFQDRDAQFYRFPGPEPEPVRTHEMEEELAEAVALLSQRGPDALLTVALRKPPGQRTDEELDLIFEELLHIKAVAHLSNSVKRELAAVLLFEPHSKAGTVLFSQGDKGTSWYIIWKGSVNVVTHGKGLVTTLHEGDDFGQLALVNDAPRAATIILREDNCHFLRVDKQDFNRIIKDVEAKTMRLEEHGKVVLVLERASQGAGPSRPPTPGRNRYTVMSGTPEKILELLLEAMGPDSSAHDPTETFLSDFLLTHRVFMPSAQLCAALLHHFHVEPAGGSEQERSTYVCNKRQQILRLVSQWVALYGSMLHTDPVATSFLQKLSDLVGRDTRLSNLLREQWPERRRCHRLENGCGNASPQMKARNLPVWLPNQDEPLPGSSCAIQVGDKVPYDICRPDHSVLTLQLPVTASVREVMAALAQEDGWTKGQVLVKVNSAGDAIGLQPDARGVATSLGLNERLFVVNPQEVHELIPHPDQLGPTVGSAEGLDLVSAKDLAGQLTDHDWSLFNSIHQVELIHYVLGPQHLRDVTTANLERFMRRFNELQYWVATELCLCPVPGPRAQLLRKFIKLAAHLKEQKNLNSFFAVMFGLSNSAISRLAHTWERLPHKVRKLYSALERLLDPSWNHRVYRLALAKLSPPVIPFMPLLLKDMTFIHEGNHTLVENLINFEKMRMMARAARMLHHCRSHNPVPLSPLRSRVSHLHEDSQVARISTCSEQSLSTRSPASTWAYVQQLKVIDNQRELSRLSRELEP
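Nucleotide exchange by EPAC1 (100 nM) on Rap1B–BODIPY-GDP (250 nM) in the presence of 50 uM GDP is tracked fluorescently at 480/540 nm over 30 min. Signals are normalized to a 6.5 mM cAMP control.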
PLK1 PBD block: inhibitors of human PLK1 polo-box domain binding | P53350 | AID 720504 | Plk1 PBD binding of FITC phosphopeptide, fluorescence polarization | 2.8% of 360,000 active | Potency, µM, for the others: max response, negative = inhibition, most hits filed as inhibitors; further: potency means the concentration at half of the fitted maximal effect; series mostly up to about 57 µM; on the % scale 0 is the no-effect control and ±100 the full control effect; nearly all actives have a fitted effect of over 65% in size
GLP1R cytotox: cytotoxicity in counter-screen for GLP-1R inverse agonists; 0.13% of 410,000 active; Potency, µM (series often up to 38.3 µM), for the others: top-dose activity change, negative = inhibition, most hits filed as inhibitors; HEK293 cAMP-luciferase reporter cells, luminescence, 24 h;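 further: loss of luciferase light is scored as toxicity; potency means the concentration at half of the fitted maximal effect; on the % scale 0 is the no-effect control and ±100 the full control effect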
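Compound-treated cells are incubated 24 hr at 37 deg C under 5% CO2 after a 12 hour attachment period, then luciferase detection reagent is added and luminescence is measured following 12 min at room temperature; lowered signal indicates toxicity.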
EPAC1 antag: antagonists of human EPAC1; O95398; EPAC1 GEF assay, Rap1b-BODIPY-GDP exchange fluorescence; Potency, µM (top dose mostly 115 µM), inactives show at the highest dose activity change, negative = inhibition, actives largely listed as inhibitors; 0.14% of 360,000 active;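 further: potency means the concentration at half of the fitted maximal effect; plate controls were vehicle for no effect and positive control for full effect; nearly all actives have a fitted effect of over 50% in size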
IL2 activator: activates IL-2 in a cell-based reporter assay; IL-2 activation reporter assay, cell-based qHTS; stimulated with anti-CD3/CD4/CD28 beads; in transgenic mouse T cells; activation, % (series mostly up to about 46 µM); 0.065% of 360,000 active; AID 652025; in the data active means activation above about 50%; inconclusive means mostly about 30% to 49%; further: 0% is about no effect
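Using fluorescent plate cytometry, EGFP and DsRed are detected in transgenic mouse T cells stimulated 18 h at 37 degrees C with antibody-coated beads after 60 min compound pretreatment.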
GLP1R ag: agonists of human GLP-1 receptor; P43220; HEK293 GLP-1R CRE-luciferase, luminescence, 4-6 h; cells express a hypersensitive GLP-1R form; Potency, µM (series often up to 45.6 µM), inactives show top-dose activation, usual class: activators; 0.007% of 380,000 active; AID 624172; further: potency means the concentration at half of the fitted maximal effect; % of control where 0% means no effect
GLP1R inv ag: acts as inverse agonist at human GLP-1 receptor | P43220 | HEK293 GLP-1R CRE-luciferase, luminescence, 24 h; GLP-1R form is constitutively active | Potency, µM (top dose mostly 38.3 µM), without a hit: top-dose activity change, negative = inhibition, actives largely listed as inhibitors | 1.6% of 410,000 active; further: potency means the concentration at half of the fitted maximal effect; on the % scale 0 is the no-effect control and ±100 the full control effect; nearly all actives have a fitted effect of over 55% in size
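Inverse agonists were sought by their lowering of basal cAMP reporter luciferase output in HEK293 cells stably carrying constitutively active human GLP-1R, after 24 h compound treatment.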
An asterisk follows results filed as active; i = inactive; ? = inconclusive; · = no result given; & = joins results of further samples; [ ] = dose if it differs, or a comment. Unless noted, the call rests on the fitted dose curve; in most records, active means well fitted curve in the direction sought with a large enough effect; inconclusive means small, poorly fitted or top-dose-only effect, or another doubt; inactive means no such curve, though single readings can be large; an effect the other way counts as inactive or inconclusive. Not all compounds are listed (hit frequency here may not be typical).

SMILES	PI5P4Ka inh	PTHR1 ag	EPAC1 agonist	PLK1 PBD block	GLP1R cytotox	EPAC1 antag	IL2 activator	GLP1R ag	GLP1R inv ag
COC(=O)c1cc(S(=O)(=O)N2CCCC(C)C2)c[nH]1 (configuration not stated)	0	-9%	-4%	-5%	-4%	-8%	-0.8	-1%	-13%
COc1ccccc1C(=O)COC(=O)Cn1c(C)csc1=O	-7	i	-3%	0%	-16%	-11%	0.2	0%	7%
COc1ccc(CN(CC2CCCO2)C(=O)c2cc3sccc3n2C)c(OC)c1 (configuration not stated)	7	-16%	14%	-7%	2%	-7%	-2.9	20%	?
Cc1c(C(=O)N2CCN(c3ccc(F)cc3)CC2)sc2ncnc(N3CCN(c4ccccn4)CC3)c12	1	-28%	10%	3%	?	-13%	-4.4	-4%	?
O=C(Nc1cccc(-c2nc3ncccc3o2)c1)c1ccco1	-1	i	3%	-12%	-9%	0%	-1.2	-4%	49%[activator]
O=C(NCc1cccc(CNC(=O)C(=O)NCc2ccco2)c1)C(=O)NCc1ccco1	-53*	-14%	-7%	?	5%	-8%	0.0	0%	0%
Cn1cc(CCC(=O)NCc2ccc(Cl)cc2)c2ccccc21	3	?	-13%	7%	-8%&-3%	-9%	-1.1	-2%	?
Cc1nc(SCC(=O)N2CCN(C(=O)c3cccs3)CC2)c2c(C)c(C)sc2n1	6	-25%	-4%	-18%	5%	8%	-3.2	8%	-21%
O=C(C[C@H]1CC[C@H](NC(=O)Nc2ccccc2F)[C@@H](CO)O1)NCc1ccc(-c2ccccc2)cc1	-8	-15%	-15%	-1%	1%	-18%	0.0	·	6%
Cc1nn(CCCC(=O)Nc2nccs2)c(C)c1[N+](=O)[O-]	3	-1%	-12%	-1%	-1%	-19%	-0.3	16%	8%

Brought forward from above: 6 compounds, then new ones.
SMILES	PI5P4Ka inh	PTHR1 ag	EPAC1 agonist	PLK1 PBD block	GLP1R cytotox	EPAC1 antag	IL2 activator	GLP1R ag	GLP1R inv ag
O=C(Nc1cccc(-c2nc3ncccc3o2)c1)c1ccco1	-1	i	3%	-12%	-9%	0%	-1.2	-4%	49%[activator]
O=C(NCc1cccc(CNC(=O)C(=O)NCc2ccco2)c1)C(=O)NCc1ccco1	-53*	-14%	-7%	?	5%	-8%	0.0	0%	0%
Cn1cc(CCC(=O)NCc2ccc(Cl)cc2)c2ccccc21	3	?	-13%	7%	-8%&-3%	-9%	-1.1	-2%	?
Cc1nc(SCC(=O)N2CCN(C(=O)c3cccs3)CC2)c2c(C)c(C)sc2n1	6	-25%	-4%	-18%	5%	8%	-3.2	8%	-21%
O=C(C[C@H]1CC[C@H](NC(=O)Nc2ccccc2F)[C@@H](CO)O1)NCc1ccc(-c2ccccc2)cc1	-8	-15%	-15%	-1%	1%	-18%	0.0	·	6%
Cc1nn(CCCC(=O)Nc2nccs2)c(C)c1[N+](=O)[O-]	3	-1%	-12%	-1%	-1%	-19%	-0.3	16%	8%
Nc1cccc(OCCCCCOc2cccc(N)c2)c1	4	-18%	-6%	2%	-17%	18%	-3.9	2%	?
CCC(=O)NC(=S)NNC(=O)c1ccc(NC(=O)c2ccccc2)cc1	?	i	-3%	3%	2%	-12%	-0.8	4%	9%
CCc1noc(C)c1C(=O)Nc1cccc(S(=O)(=O)N2CCCCCC2)c1	-3	i	5%	4%	5%	-2%	-4.3	2%	-19%
C/C(=N\N=C1\NC(=O)CC(C(=O)O)S1)c1ccc(F)cc1 (configuration not stated)	-2	-24%	2%	-5%	11%	-22%	-1.2	5%	27%
CN(C)CCNC(=O)c1ccc(CS(=O)(=O)c2c(Cl)cccc2Cl)o1	5	-12%	-4%	-10%	-9%	-24%	-2.9	-5%	-6%
Cc1ccc(-c2nnc(SCc3ccc(C#N)cc3)n2Cc2ccco2)cc1	·	-31%[inhibitor]	12%	-9%	-32%	-6%	-3.2	-5%	0%
CN(CCC#N)c1ccc(/C=C(\C#N)c2ccccn2)cc1	2	-15%	-2%	0%	-8%	-14%	-0.7	1%	?
Cc1ccc(Cl)cc1N1CCN(C(=O)c2ccc3c(Cl)c4c(nc3c2)CCCC4)CC1	·	-22%	·	·	3%	·	·	-1%	-15%
CCn1cc([N+](=O)[O-])c(C(=O)Nc2c(C)nn(Cc3c(F)c(F)c(F)c(F)c3F)c2C)n1	·	-10%[57.5 µM]	-3%	1%	-10%	10%	-0.4	-11%	9%
O=C(Nc1cc(S(=O)(=O)N2CCCCC2)ccc1Cl)C1COc2ccccc2O1 (configuration not stated)	?	-16%	17%	2%	-12%	0%	-4.5	-8%	?
O=C1CN(C(=O)COc2ccc(F)cc2Cl)c2ccccc2N1	-15	i	-9%	-1%	1%	-24%	0.1	-4%	19%
CCCCNC(=O)CC1Nc2cc(C)c(C)cc2NC1=O (configuration not stated)	·	i	·	·	-7%	·	·	1%	8%
COCCN(Cc1ccccc1)C(=O)C1CCN(C(=O)Nc2ccccc2)CC1	-3	i	7%	5%	-2%	15%	-0.6	10%	16%
CCOC(=O)c1[nH]cnc1C(=O)NCc1ccccc1	-2	-15%	3%	-18%	0%	?	-0.5	16%	47%[activator]
Cc1nc(-c2ccccc2)sc1C(=O)Nc1ccc(S(N)(=O)=O)cc1	2	-23%	6%	-9%	-7%	0%	-0.5	24%	1%
Cc1ccc(S(=O)(=O)c2ccc(Cl)cc2)cc1S(=O)(=O)NC(C)C(=O)O (configuration not stated)	3	i	14%	-17%	25%	-12%	0.5	6%	9%
CCC1(C)Cc2c(sc3nc(NN)n(C)c(=O)c23)CO1 (configuration not stated)	-7	-4%[57.5 µM]	-2%	3%	?	-2%	2.3	0%	-4%
Cc1c(NC(=O)Nc2ccccc2Cl)c(=O)n(-c2ccccc2)n1C	-1	-1%	2%	2%	27%	3%	0.0	3%	5%
COc1ccc2c(c1)OC[C@H]1[C@H]2N2C(=O)CNC(=O)[C@@]2(C)[C@H]1c1ccccc1	-3	i	-6%	-18%	4%	-1%	-1.6	-1%	14%
CCn1c(=O)c2cc(C(=O)NCCCOC)sc2c2ccccc21	-2	-24%	-14%	1%	?	6%	-3.9	15%&20%	1%&-9%
CC(=O)c1ccc(OCCCC(=O)Nc2ccc(Cl)c(S(=O)(=O)N3CCOCC3)c2)cc1	3	-47%[inhibitor]	11%	-1%	-7%	-11%	-0.7	2%	1%
C=CCN1C(=O)CN=C1Nc1cc(C)cc(C)c1	-12	i	2%	-10%	-1%	3%	-3.3	-8%	-3%
Clc1ccc(Sc2oc(/C=N/n3cnnc3)cc2Br)cc1	-7	-7%	3%	-9%	4%	-6%	-1.7	-4%	-1%
Cc1c(NC(=O)c2cccs2)cccc1NC(=O)c1cccs1	-4	i	-4%	0%	15%	-17%	2.7	-16%	-10%
O=C(CSc1nnc(CNC(=O)c2cccs2)o1)Nc1cccc(F)c1	-1	i	-5%	-26%	-22%	5%	-2.5	0%	10%
Clc1ccc2c(NNc3ccccc3Cl)ccnc2c1	0	i	1%	-9%	-2%	-14%	1.8	-4%	2%
Cc1ccc(OCCCC(=O)Nc2ccc(Br)cc2)cc1	-8	-13%[57.5 µM]	0%	-11%	-12%	-19%	0.5	-6%	-4%
COC(C(=O)Nc1ccnn1C1CCN(Cc2cnn(C)c2)CC1)c1ccccc1 (configuration not stated)	3	i	6%	-1%	5%	10%	-2.9	-8%	2%
COc1ccc(/C=C/c2nc3ccccc3c(=O)o2)cc1	-11	-18%	2%	-9%	7%	-23%	-5.9	-6%	?
CCOc1ncccc1C(=O)NNC(=O)c1cccc(S(=O)(=O)Nc2ccc(OC)cc2)c1	-7	i	-3%	-4%	0%	-10%	-2.9	2%	9%
COc1ccc(N2C(=O)CCC(C(=O)NCCCN3CCC(C)CC3)C2c2ccc(OC)c(OC)c2)cc1 (configuration not stated)	-2	i	4%	-11%	7%	-30%	-2.5	4%	23%
CC(=O)N(C)c1ccc(NS(=O)(=O)c2cc(Cl)ccc2Cl)cc1	2	-15%	4%	-6%	-4%	-1%	0.8	0%	29%
CCOc1ccc(NC(=O)CCc2nnc3ccc(N4CCC5(CC4)OCCO5)nn23)cc1	0	i	6%	-14%	-5%	-20%	-1.3	14%	14%
O=C(Nc1ccc(Cl)cc1F)C1CC(=O)N(Cc2ccco2)C1 (configuration not stated)	2	i	-47%[inhibitor]	-13%	-4%	-14%	-1.0	0%	0%

Ordered by SMILES length (low to high): part of the list above
SMILES	PI5P4Ka inh	PTHR1 ag	EPAC1 agonist	PLK1 PBD block	GLP1R cytotox	EPAC1 antag	IL2 activator	GLP1R ag	GLP1R inv ag
CC(=O)N(C)c1ccc(NS(=O)(=O)c2cc(Cl)ccc2Cl)cc1	2	-15%	4%	-6%	-4%	-1%	0.8	0%	29%
CCOc1ncccc1C(=O)NNC(=O)c1cccc(S(=O)(=O)Nc2ccc(OC)cc2)c1	-7	i	-3%	-4%	0%	-10%	-2.9	2%	9%
COc1ccc(N2C(=O)CCC(C(=O)NCCCN3CCC(C)CC3)C2c2ccc(OC)c(OC)c2)cc1 (configuration not stated)	-2	i	4%	-11%	7%	-30%	-2.5	4%	23%
